# Screening results deposited in PubChem by several laboratories.
# NADH coupling – blocks coupling enzymes of NAD/NADH assays; IC50, µM (highest dose often 10 µM), for inactives: at the highest dose inhibition; 65,000 tested, 0.02% active; coupled PK/LDH NADH assays, four targets;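 active means single-dose screening hits from any of four coupled enzyme assays that gave an IC50 when retested across doses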;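 further: the DPM-DC format reads NADH fluorescence rather than 340 nm absorbance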
# MMP-13 inhibitor – blocks human MMP13 activity | P45452 | MMP-13 fTHP FRET cleavage, Mca fluorescence | inhibition, % at 4 µM | 65,000 tested, 0.07% active;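 active means inhibition above the mean of compound-free control plate wells plus 3 SD, cut at about 14% in these data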;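 further: 0% = DMSO wells and 100% = wells with reference MMP-13 inhibitor after basal subtraction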
# tolC growth inh – E. coli tolC mutant growth inhibition; E. coli BW25113 tolC mutant growth, OD615; growth inhibition, % at 10 µM (by protocol); 65,000 tested, 2.2% active; AID 573;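 active means growth inhibition at or above a cutoff equal to the mean over every tested compound plus 3 SD, cut at about 60% in these data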;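 further: growth measured after 20 h incubation at 37 °C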
#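 Doses: one dose of 10 µM final / Material: E. coli BW25113 ΔtolC::kan, tolC deletion mutant strain / Buffer or medium: LB with kanamycin 50 µg/mL / Evaluation: percent growth inhibition / Detection: optical density read at 615 nm / Incubation: 37 °C, 20 h exposure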
# Autofluor 339 – intrinsic fluorescence of library compounds, ex339/em460 – biochemical, MLSMR library, data from DPM-DC assay, artefact control, profiling panel; compound autofluorescence, ex339/em460 nm, NADH buffer; active compounds read high; 1 = no-compound wells, NADH background; fluorescence fold increase at 10 µM; 65,000 tested, 5.5% active;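 active means at 10 µM, mean starting fluorescence two-fold or more over control wells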;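 further: signal is the first read of a kinetic run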
# HEK293 NFkB inh – inhibitors of the PMA/ionomycin-induced NF-kB reporter in HEK293 cells. HEK-293 NF-kB luciferase reporter, luminescence. inhibition, % at 3 µM. 62,000 tested, 0.21% active. AID 465;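 active means inhibition above the mean of all tested compounds plus 3 SD, cut at about 40% in these data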;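 further: 0% = stimulated DMSO wells and 100% = 10 µM reference inhibitor 5653914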
#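 System: NF-kB luciferase reporter HEK-293 cells | Replication: Single test | Control set: DMSO vs reference inhibitor | Evaluation: % inhibition | Schedule: 1 h pretreatment, 16 h stimulation, 37 °C | Probe or stimulus: PMA with ionomycin | Compound dosing: One dose, 3 µM | Detection: Luciferase luminescence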
# Abs 340nm – compound absorbs light at 340 nm; fold change at 10 µM; compound absorbance at 340 nm, fold over control; 65,000 tested, under 10 active;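 active means at 10 µM dose, initial 340 nm absorbance at least 2 fold that of control wells; inactive means change under 2 fold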;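 further: initial absorbance extrapolated from kinetic A340 decline of NADH oxidation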
# PKA inh – PKA (human) kinase inhibition; PKA Kemptide phosphorylation, Kinase-Glo ATP luminescence; inhibition, % at 6 µM; 65,000 tested, 0.1% active; P17612;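 active means inhibition above the screen-wide mean inhibition plus 3 SD, cut at about 21% in these data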; further: many of its hits are not listed in these tables
# ROCK2 inh – ROCK2 (human) kinase inhibition; O75116; purified ROCK2, Kinase-Glo ATP depletion luminescence; inhibition, % at 6 µM; 60,000 tested, 0.35% active;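 active means inhibition above the screen-wide mean inhibition plus 3 SD, cut at about 18% in these data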;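 further: plate controls were DMSO wells for no effect and Y-27632 control wells after no-enzyme background subtraction for full effect; many of its hits are not listed in these tables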
# Target sequence (O75116 whole entry, looked up): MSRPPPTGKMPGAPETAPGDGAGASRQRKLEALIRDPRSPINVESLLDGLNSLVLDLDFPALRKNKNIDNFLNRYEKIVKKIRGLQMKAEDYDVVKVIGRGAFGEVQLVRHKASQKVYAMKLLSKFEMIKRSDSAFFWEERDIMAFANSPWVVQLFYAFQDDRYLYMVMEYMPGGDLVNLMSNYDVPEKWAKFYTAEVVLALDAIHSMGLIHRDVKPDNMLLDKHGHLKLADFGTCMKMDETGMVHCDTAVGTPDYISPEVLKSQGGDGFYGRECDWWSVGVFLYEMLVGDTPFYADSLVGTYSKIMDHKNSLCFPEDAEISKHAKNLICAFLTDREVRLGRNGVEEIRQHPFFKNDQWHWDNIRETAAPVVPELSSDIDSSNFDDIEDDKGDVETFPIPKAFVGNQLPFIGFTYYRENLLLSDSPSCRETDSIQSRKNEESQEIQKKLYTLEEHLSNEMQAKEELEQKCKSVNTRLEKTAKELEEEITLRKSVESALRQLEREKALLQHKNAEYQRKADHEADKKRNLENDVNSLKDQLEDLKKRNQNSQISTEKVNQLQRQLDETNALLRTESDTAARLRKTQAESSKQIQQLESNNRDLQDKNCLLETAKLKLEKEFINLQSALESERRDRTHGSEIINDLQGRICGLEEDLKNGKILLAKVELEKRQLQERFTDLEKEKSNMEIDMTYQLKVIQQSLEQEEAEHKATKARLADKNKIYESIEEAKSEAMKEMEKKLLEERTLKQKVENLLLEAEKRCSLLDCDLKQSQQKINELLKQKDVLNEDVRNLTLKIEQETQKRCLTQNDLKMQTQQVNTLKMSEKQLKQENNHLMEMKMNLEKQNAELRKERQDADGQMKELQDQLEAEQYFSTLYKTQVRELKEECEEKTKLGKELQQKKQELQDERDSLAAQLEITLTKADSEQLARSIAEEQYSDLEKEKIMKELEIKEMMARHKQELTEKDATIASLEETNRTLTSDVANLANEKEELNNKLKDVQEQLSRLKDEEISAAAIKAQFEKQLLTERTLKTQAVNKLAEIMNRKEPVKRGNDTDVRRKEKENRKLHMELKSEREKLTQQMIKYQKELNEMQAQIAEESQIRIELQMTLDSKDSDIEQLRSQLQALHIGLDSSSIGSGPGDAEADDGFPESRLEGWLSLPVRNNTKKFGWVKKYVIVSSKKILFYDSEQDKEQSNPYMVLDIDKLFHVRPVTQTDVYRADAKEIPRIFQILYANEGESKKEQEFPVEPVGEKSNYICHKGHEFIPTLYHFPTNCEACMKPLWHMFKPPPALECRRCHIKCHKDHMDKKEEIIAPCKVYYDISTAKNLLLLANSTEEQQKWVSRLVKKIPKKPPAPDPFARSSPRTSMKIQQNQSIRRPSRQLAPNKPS
# JNK3 blocker – blocks human JNK3 kinase activity; P53779; purified JNK3 kinase activity, HTS; inhibition, % at 8 µM; 60,000 tested, 0.61% active; AID 746; in the data active means inhibition above about 17%;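 further: 0% = DMSO and 100% = reference inhibitor; many of its hits are not listed in these tables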
# An asterisk follows results filed as active; · = no result given; & = joins results of further samples; [ ] = dose if it differs, or a comment.
1) CCCCP(=O)(O)c1ccccc1
2) FC(F)(F)C1=NC(C(F)(F)F)=NP(N2CCOCC2)(N2CCOCC2)=N1
3) O=C(c1cc2c(s1)CCCC2)N1CCC2(CC1)OCCO2
4) CCOC(=O)c1c(C)n(Cc2ccccc2)c2ccc(OCC(O)Cn3nc(C)nc3C)cc12 (configuration not stated)
5) O=C(CCCN1CCC2(CC1)C(=O)NCN2c1ccccc1)c1ccc(F)cc1
6) Cn1c(O)c(C=Nc2ccc3c(c2)CCC3)c(=O)n(C)c1=O
7) CN(C)C(=O)Oc1ccc(OC(=O)N(C)C)cc1
8) CN(C)c1ccc(NC(=O)CN2C(=O)CN=C(c3ccccc3)c3ccccc32)cc1
9) CCCCSP1(=S)NCCCO1 (configuration not stated)
10) CCOC(=O)c1c(C)n(Cc2ccccc2)c2ccc(OCC(O)CN3C(=O)CNC3=O)cc12 (configuration not stated)
screen / no.,1,2,3,4,5,6,7,8,9,10
NADH coupling,4.0%,10.0%,1.0%,8.0%,2.0%,3.0%,0.0%,3.0%,3.0%,4.0%
MMP-13 inhibitor,-5.0,-0.3,0.2,-13.6,-6.7,3.1,0.7,5.8,-11.1,-2.0
tolC growth inh,4.6,-23.9,11.5,11.5,7.8,-12.8,-6.5,14.2,7.9,3.2
Autofluor 339,1.1,1.14,1.1,1.08,1.01,1.19,1.06,1.03,1.07,1.09
HEK293 NFkB inh,-0.9,7.7,12.0,4.0,·,7.6,-2.5,9.8,·,16.2
Abs 340nm,1.04,1.02,1.07,1,0.97,1.09,1.03,1.02,1,1.03
PKA inh,5.2,10.8,6.3,2.8,-5.4,-6.4,-0.2,11.4,1.7,5.8
ROCK2 inh,4.6,4.8,4.5,-5.4,-9.3,-3.5,5.2,5.3,-9.0,2.6
JNK3 blocker,-4.0,5.7,3.1,5.4,-3.4,-0.7,-4.7,-12.3,1.2,0.7

11) Cc1c(C(=O)N2CCC3(CC2)OCCO3)oc2ccccc12
12) CN(C)CCN=Cc1c(O)n(C2CCCCCC2)c(=O)[nH]c1=O
13) CCCNC(=O)c1c(N)n(Cc2ccc3c(c2)OCO3)c2nc3ccccc3nc12
14) OCC1(CO)COC(c2cccnc2)N1 (configuration not stated)
15) CC(=NCCN1CCOCC1)c1c(O)n(C2CCCCC2)c(=O)[nH]c1=O
16) CC1N(O)C2CCCCCC2N1O (configuration not stated)
17) CN1CCN(C(=O)OC2c3nccnc3C(=O)N2c2ccc(Cl)cn2)CC1 (configuration not stated)
18) CC(=O)C1(c2ccccc2)CCNCC1
19) c1ccc2c(NC3=NCCS3)cccc2c1
20) CC(=NCc1cccnc1)c1c(O)n(-c2ccc(C)cc2)c(=O)[nH]c1=O
screen / no.,11,12,13,14,15,16,17,18,19,20
NADH coupling,2.0%,7.0%,3.0%[fluoresces],1.0%,4.0%,9.0%,3.0%&3.0%,3.0%,9.0%,4.0%
MMP-13 inhibitor,-1.5,-5.5,-22.1,10.0,1.0,2.1,0.6&-0.1,0.2,1.8,4.4
tolC growth inh,12.5,-12.4,-4.5,-7.2,-4.5,-21.8,-28.2&7.4,3.6,15.6,-37.0
Autofluor 339,1.13,1.08,2.15*,1.03,1.06,1.04,1.22&1.07,1.05,1.26,1.01
HEK293 NFkB inh,4.8,0.5,5.4,-5.7,10.2,8.2,6.8,·,-4.6,7.6
Abs 340nm,1.06,1.01,0.99,0.98,1.03,0.98,0.99&0.99,1.03,1.02,1.03
PKA inh,7.3,-6.7,4.7,13.7,9.8,4.4,-6.4&3.4,3.6,10.0,-6.7
ROCK2 inh,7.4,-5.5,2.0,7.2,5.4,4.0,-6.9&6.3,-1.7,7.3,3.5
JNK3 blocker,0.8,-8.6,7.8,-4.0,3.0,-3.1,-3.1&1.8,3.6,4.4,9.2

21) CC(=O)OC1C2CCCC1C(N1CCCC1)CC2 (configuration not stated)
22) COc1cccc(OC)c1C1=NCC(=O)Nc2c1oc1ccc(Br)cc21
23) O=C(NCc1cccnc1)NC1CCCCC1
24) Cc1sc2ncn(CC(=O)N3CCC4(CC3)OCCO4)c(=O)c2c1C
25) CCCCC1(CN2CCCC2=O)C(=O)NC(=O)NC1=O
26) O=c1[nH]c(=O)n(Cc2ccc(F)cc2)c(O)c1C=NCCCN1CCOCC1
27) CCC12CN3CCN(CC(C3)/C1=N\O)C2
28) O=C(CCS(=O)(=O)c1ccc(Br)cc1)N1CCC2(CC1)OCCO2
29) CC12CN3CC(C)(CN(C1)C3c1cccnc1)C2=O (configuration not stated)
30) CC(C)c1ccc(O)c(CN2CCN(c3ccccc3)CC2)c1
screen / no.,21,22,23,24,25,26,27,28,29,30
NADH coupling,6.0%,4.0%,5.0%,5.0%,0.0%,3.0%,7.0%,2.0%,4.0%,0.0%
MMP-13 inhibitor,-4.9,12.2,1.4,1.4,7.4,-6.9,5.2,4.3,3.4,2.9
tolC growth inh,-15.1,29.2,-11.3,-14.6,2.0,-0.7,-12.3,-8.1,-9.4,43.2
Autofluor 339,1.08,1.1,1.05,1.12,1.05,1.06,1.1,1.11,1.11,1.12
HEK293 NFkB inh,20.8,28.2,9.3,11.6,·,7.1,8.3,8.9,12.2,10.1
Abs 340nm,1.01,1.1,1,1.02,1.02,0.98,1.02,1,1.04,1.04
PKA inh,0.6,-3.1,5.6,5.2,-8.5,7.2,9.5,-2.9,-0.9,6.7
ROCK2 inh,2.0,-2.5,·,7.8,-3.8,2.5,9.2,-3.2,-1.1,4.5
JNK3 blocker,-1.9,-6.0,·,-1.9,2.5,-0.7,-9.1,-4.3,-2.8,-0.6

# Another view of 3 compounds above.
# The line under a structure holds: NADH coupling	MMP-13 inhibitor	tolC growth inh	Autofluor 339	HEK293 NFkB inh	Abs 340nm	PKA inh	ROCK2 inh	JNK3 blocker
25) CCCCC1(CN2CCCC2=O)C(=O)NC(=O)NC1=O
  0.0%	7.4	2.0	1.05	·	1.02	-8.5	-3.8	2.5
26) O=c1[nH]c(=O)n(Cc2ccc(F)cc2)c(O)c1C=NCCCN1CCOCC1
  3.0%	-6.9	-0.7	1.06	7.1	0.98	7.2	2.5	-0.7
27) CCC12CN3CCN(CC(C3)/C1=N\O)C2
  7.0%	5.2	-12.3	1.1	8.3	1.02	9.5	9.2	-9.1

# (list continues)
31) c1ccc2oc(N3CCNCC3)nc2c1
32) COC(=NC1CCCC1)C(O)c1c[nH]c2ccccc12 (configuration not stated)
33) CC(C)NS(=O)(=O)c1ccc(OCC(=O)N2CCN(C)CC2)cc1
34) CCc1ccc(OCCCN=C(C)c2c(O)n(C)c(=O)n(C)c2=O)cc1
35) O=C(c1ccc(Cl)cc1)C12CN3CN(CN(C3)C1)C2
36) Cc1ccc(-n2c(O)c(C=Nc3ccccc3N)c(=O)[nH]c2=O)cc1C
37) CCCCn1c(O)c(C(CC)=Nc2ccc(OCC)cc2)c(=O)[nH]c1=O
38) O=c1[nH]c(=O)n(CCC2=CCCCC2)c(O)c1C=NCCN1CCNCC1
39) O=c1[nH]c(=O)n(C2CCCCC2)c(O)c1C1NCCc2ccccc21 (configuration not stated)
40) COc1ccc(P2(=O)Nc3ccccc3N2)cc1
screen / no.,31,32,33,34,35,36,37,38,39,40
NADH coupling,3.0%,2.0%,7.0%,4.0%,6.0%,7.0%,7.0%,4.0%,4.0%,11.0%
MMP-13 inhibitor,-11.4,-0.6,0.8,2.7,0.7,-1.5,-2.1,-1.7,-3.0,-7.5
tolC growth inh,-13.0,10.0,-23.5,1.7,-15.6,-31.9,25.2,18.6,-6.2,1.3
Autofluor 339,1.1,1.04,1.1,1.07,1.05,0.98,1.09,1.12,1.05,1
HEK293 NFkB inh,11.7,17.1,9.9,13.9,2.5,-8.8,11.9,14.5,-14.4,-33.5
Abs 340nm,1,1.02,1.02,0.99,1.03,1.14,1.05,0.98,0.98,0.96
PKA inh,4.4,-1.5,5.7,5.3,7.1,-4.9,-2.0,10.6,3.8,-5.2
ROCK2 inh,1.1,·,2.7,3.1,7.5,-8.9,-0.8,-1.9,6.3,-62.6
JNK3 blocker,6.6,·,0.0,0.3,5.6,-7.4,3.5,-1.4,2.0,1.5

41) CCN1CCC2(CCNC2)C1 (configuration not stated)
42) CC1CN(O)C2CCc3nonc3C12O (configuration not stated)
43) CCC(C)N1C(=O)NC(=O)C2(Cc3cc(C)ccc3N(C)C2)C1=O (configuration not stated)
44) CNC(=O)ON(C(=O)NC)C1N(C)C(=S)SC1(C)C (configuration not stated)
45) CN1CCc2c(c(N3CCCCC3)nc3n[nH]c(N)c23)C1
46) CC(C(N)=O)N1CC(c2ccc(Cl)cc2)CC1=O (configuration not stated)
47) O=C(c1ccc(CS(=O)(=O)c2ccccc2)o1)N1CCC2(CC1)OCCO2
48) Cc1nc2ccccc2c(=O)n1-c1ccccn1
49) CC(=O)N1CCC2(CC1)CC(=O)c1cc(OCC(=O)N3CCN(C)CC3)ccc1O2
50) CC(C)(C)c1ccc(O)c(CN2CCN(c3ccccc3)CC2)c1
screen / no.,41,42,43,44,45,46,47,48,49,50
NADH coupling,5.0%,6.0%,4.0%,5.0%,0.0%,10.0%,5.0%,1.0%,5.0%[fluoresces],0.0%
MMP-13 inhibitor,0.8,2.0,-5.0,1.7,-6.3,-0.7,-1.0,-6.8,-81.2[fluorescence artefact?],1.7
tolC growth inh,-15.7,-6.3,-4.4,-24.0,10.7,-16.6,-10.6,-13.2,-15.0,17.2
Autofluor 339,1.2,1.07,1.02,1.11,1.07,1.01,1.05,1.11,5.09*,1.1
HEK293 NFkB inh,9.6,21.5,12.8,-1.7,·,3.2,14.9,22.8,3.2,6.0
Abs 340nm,1.02,0.99,1.01,1,1.13,0.99,1,1.05,1,1.05
PKA inh,9.9,8.5,7.7,0.7,2.2,2.0,8.8,6.8,8.6,8.3
ROCK2 inh,4.3,-3.5,2.9,3.0,5.3,5.7,7.9,6.9,5.9,6.1
JNK3 blocker,6.3,-3.9,0.7,-6.0,-7.3,-1.1,-0.7,-1.4,-2.0,0.3

51) Nc1ccccc1N=Cc1c(O)n(CCC2=CCCCC2)c(=O)[nH]c1=O
52) COC(=O)C(C)Oc1cc(C)cc2oc(=O)c3c(c12)CCCC3 (configuration not stated)
53) CCCCOc1ccc(CN2CCN(CCO)CC2)cc1
54) CC(C)n1cc(C(=O)N(CC(=O)NC2CCCC2)Cc2ccccc2)cn1
55) O=C(c1cc2nc(-c3ccccc3)cc(-c3ccccc3)n2n1)N1CCC2(CC1)OCCO2
56) Nc1ncc(P(=S)(N2CCOCC2)N2CCOCC2)s1
screen / no.,51,52,53,54,55,56
NADH coupling,9.0%,7.0%[fluoresces],0.0%,2.0%,6.0%[fluoresces],4.0%
MMP-13 inhibitor,-17.0,-93.6[fluorescence artefact?],-2.3,0.2,-37.9,-8.8
tolC growth inh,-3.7,40.1,-18.6,-22.3,15.7,2.1
Autofluor 339,1.22,3.73*,1.03,1.1,2.35*,1.07
HEK293 NFkB inh,-2.2,21.7,10.2,17.4,3.7,·
Abs 340nm,1.03,1.04,0.99,1.04,1.11,1
PKA inh,6.5,9.3,7.7,3.6,-3.3,2.2
ROCK2 inh,-12.5,8.3,6.4,2.1,0.0,2.7
JNK3 blocker,0.3,0.5,-7.3,2.4,-11.8,2.5

# The list is partial; the hit share may differ from the screen's.
